S1P2 blocker: human S1P2 receptor antagonists, primary screen, cell-based | Sphingosine 1-phosphate receptor 2 (Homo sapiens), O95136 | cell-based S1P2 antagonist assay, inhibition at 5 uM | inhibition, % at 5 µM | hit rate 0.21% among 97,000; in the data active means inhibition above about 45%;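 further: CRE beta-lactamase reporter cells expressing human S1P2 stimulated with S1P; 0% = agonist at EC80 alone and 100% = agonist plus reference antagonist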
Target sequence (O95136 whole entry, looked up): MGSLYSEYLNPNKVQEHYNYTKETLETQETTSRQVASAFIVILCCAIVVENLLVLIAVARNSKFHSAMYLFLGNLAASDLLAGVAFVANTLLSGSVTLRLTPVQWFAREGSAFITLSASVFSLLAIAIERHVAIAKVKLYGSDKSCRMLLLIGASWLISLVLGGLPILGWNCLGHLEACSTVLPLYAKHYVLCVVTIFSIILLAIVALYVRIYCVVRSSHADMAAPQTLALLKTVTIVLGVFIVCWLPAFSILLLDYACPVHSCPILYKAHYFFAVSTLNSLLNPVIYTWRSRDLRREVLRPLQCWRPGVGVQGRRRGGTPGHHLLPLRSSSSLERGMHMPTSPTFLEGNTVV
hDAT+cocaine: changed hDAT dopamine uptake under cocaine IC80, either direction, primary screen, cocaine antagonist project, cell-based, LLC-PK1 hDAT, [14C]-dopamine uptake, MLSMR; Sodium-dependent dopamine transporter (Homo sapiens), Q01959; LLC-PK1 hDAT cells, [14C]-dopamine uptake with cocaine IC80; actives deviate in either direction; B-score at 10 µM; hit rate 1.3% among 110,000;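 active means Z score or B-score, a plate-position-corrected score, falls beyond the plate's 99.7% confidence bounds, in either direction; inactive means both scores lie inside the 99.7% bounds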;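 further: scored against the spread of the other compound wells on the same plate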
Target sequence (Q01959 whole entry, looked up): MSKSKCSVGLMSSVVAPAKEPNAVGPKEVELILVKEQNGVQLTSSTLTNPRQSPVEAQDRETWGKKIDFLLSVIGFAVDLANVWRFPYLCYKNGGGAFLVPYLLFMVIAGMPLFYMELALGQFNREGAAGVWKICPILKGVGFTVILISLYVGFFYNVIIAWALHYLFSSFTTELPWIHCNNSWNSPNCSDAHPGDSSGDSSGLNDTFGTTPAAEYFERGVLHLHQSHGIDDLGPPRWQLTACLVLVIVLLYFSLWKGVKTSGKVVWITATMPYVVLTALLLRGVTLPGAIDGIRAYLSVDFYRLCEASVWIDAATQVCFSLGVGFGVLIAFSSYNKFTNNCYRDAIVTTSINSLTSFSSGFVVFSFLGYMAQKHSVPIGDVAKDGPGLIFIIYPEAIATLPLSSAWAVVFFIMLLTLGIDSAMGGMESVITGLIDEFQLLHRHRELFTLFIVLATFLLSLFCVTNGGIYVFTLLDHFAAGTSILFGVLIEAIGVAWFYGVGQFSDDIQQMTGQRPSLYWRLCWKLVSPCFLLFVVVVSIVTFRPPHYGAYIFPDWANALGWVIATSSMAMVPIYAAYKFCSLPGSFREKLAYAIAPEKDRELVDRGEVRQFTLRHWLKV
PostGolgi yeast: phenotypic screen on post-Golgi transport, primary screen; inhibition, % at 10 µM; post-Golgi transport phenotypic cell assay; hit rate 0.9% among 98,000;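 further: yeast cells grown in 1536-well plates; yeast grown about 18 h at 30C before absorbance read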
E coli WT exp: growth inhibitors of wild-type E. coli, primary screen, strain BW25113, expanded library, OD600; OD600 absorbance; hit rate 0.15% among 98,000; growth inhibition, % at 100 µM;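 active means growth inhibition above about 50% at one test dose, limit read from the data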;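 further: growth measured after 20 h incubation at 37 °C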
H69AR inhibit: proliferation blockers of H69AR lung cancer cells, primary screen, cell-based, human, 86K library. hit rate 6% among 85,000. H69AR lung tumor viability, ATP luminescence, 72 h; active compounds read low. viability, % at 10 µM. AID 598, 2007;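 active means viability at or below 40%; inactive means viability above 40%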;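 further: multidrug resistant small cell line overexpressing MRP-1 efflux transporter; 100% = mean luminescence of untreated control wells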
HUVEC prolif 384: inhibitors of HUVEC proliferation, primary screen, cell-based, 384-well; AID 648, 2007; viability, % at 10 µM (by protocol); CellTiter-Glo luminescence, 72 h; active compounds read low; hit rate 1.1% among 86,000;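 active means viability at or below 30%; inactive means viability above 30%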;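 further: 100% = median luminescence of DMSO-only cell control wells on each plate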
PostGolgi ctrl: growth inhibition of yeast control strain, primary screen, counter-screen for post-Golgi transport modulator project. hit rate 5% among 98,000. inhibition, % at 10 µM. efflux-deficient yeast background strain, growth absorbance A615, 16 h
S1P2 ag: S1P2 receptor agonists, primary screen, cell-based. Sphingosine 1-phosphate receptor 2 (Homo sapiens), O95136. S1P2-expressing cell line, agonist reporter read-out. hit rate 0.46% among 97,000. activation, % at 4.5 µM; in the data active means activation above about 16%;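 further: 0% = vehicle low control and 100% = maximal reference agonist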
Fibroblast inh: antiproliferative effect on LL 47 fibroblasts – human, LL 47 cells, CellTiter-Glo luminescence, primary screen | LL 47 human lung fibroblast viability, ATP luminescence; active compounds read low | viability, % at 10 µM | hit rate 1.1% among 85,000;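 active means viability at or below 50% in the single dose screen; inactive means viability above 50%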;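 further: compound exposure lasted 72 h before the ATP readout; 100% = median luminescence of untreated cell-only wells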
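Material: human LL 47 lung fibroblast cells; quantity: 1,150 cells/well; medium: IMEM plus 15% FBS; doses: 0.1% DMSO in all compound wells; timing: overnight attachment after seeding, then 72 h compound exposure at 37 °C; detection: CellTiter-Glo luminescence; measure: % viability of median cell-only signal; controls: cell-only wells, no compound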
Active calls of the source: *; / = not tested or not shown. Unless noted, no stated cut-off is given here; in the data, active means inhibition above about 30%; inactive means the rest.

nr | canonical_smiles | S1P2 blocker | hDAT+cocaine | PostGolgi yeast | E coli WT exp | H69AR inhibit | HUVEC prolif 384 | PostGolgi ctrl | S1P2 ag | Fibroblast inh
1 | COc1ccccc1NC(=O)c1cn(C)c(=O)c2cc(OC)c(OC)cc12 | -22 | -0.39 | 3 | -1 | 84 | 108 | 8 | 15 | 108
2 | Cc1ccc(Cl)cc1Nc1nc(-c2sc(NC(=O)c3ccco3)nc2C)cs1 | 0 | 0.15 | -3 | -8 | / | / | 25 | -6 | /
3 | COc1cc(/C=N/N(C)c2ccccc2)ccc1O | -15 | -0.27 | -4 | -1 | 70 | 40 | 8 | -4 | 83
4 | COc1ccccc1NC(=O)c1ccc(Br)o1 | -2 | 0.14 | -3 | 8 | 60 | 93 | -2 | -6 | 96
5 | COc1cc2c(cc1NC(=S)Nc1cccc(C)c1)oc1ccccc12 | -7 | -0.6 | -4 | -19 | / | / | -8 | -1 | /
6 | CN(C)S(=O)(=O)n1cnc(-c2ccccc2)c1-c1ccccc1 | 13 | -0.65 | 1 | 0 | 89 | 90 | -1 | -2 | 101
7 | O=C(Nc1ccc(Cl)c(Cl)c1)N(CCCN1CCOCC1)Cc1cccs1 | 16 | -1.4 | 15 | 5 | 54 | 83 | 31* | -4 | 84
8 | N#CCSc1ncnc2sc3c(c12)CCC3 | 0 | -0.8 | -2 | -12 | 94 | 106 | 14 | 1 | 104
9 | CC1(C)CC2CC(C)(CN2C(=O)COC(=O)c2n[nH]c(=O)c3ccccc23)C1 (configuration not stated) | / | -0.064 | 2 | 4 | 96 | 103 | 13 | / | 100
10 | COc1ccc(N2CCN(C(=O)c3ccc(NS(=O)(=O)c4ccc(F)cc4)cc3)CC2)cc1 | -10 | 0.13 | -7 | 6 | 95 | 96 | 11 | -3 | 98
11 | CCOC(=O)c1[nH]c2ccccc2c1NC(=O)CC(C)(C)C | 11 | -0.93 | 0 | 3 | 92 | 90 | -1 | -5 | 86
12 | O=C(Nc1ccccc1)c1cc(N2CCOCC2)nc2ccccc12 | 22 | -0.8 | 11 | -9 | 65 | 90 | 14 | -3 | 102
13 | OCCCNC(c1ccccc1)c1ccc(O)cc1 (configuration not stated) | 3 | -0.48 | 8 | 1 | 90 | 92 | 1 | -4 | 97
14 | COc1ccc(C(=O)OCC(=O)NCc2ccco2)cc1OC | -5 | 0.43 | 2 | -7 | 92 | 110 | 4 | -4 | 96
15 | Cc1cccn2cc(CNS(=O)(=O)c3cccc(F)c3)nc12 | 23 | 0.075 | 0 | 9 | 98 | 104 | 3 | -4 | 103
16 | CC(C)c1ccc(NC(=O)c2csnn2)cc1 | 10 | 0.64 | 8 | -7 | 98 | 91 | 1 | -4 | 92
17 | CCCCN1C(=O)CN(CCc2ccccc2)C(=O)C1c1ccc(OC)cc1 (configuration not stated) | 19 | -0.14 | 1 | 10 | 38* | 104 | 4 | -3 | 92
18 | O=C(COc1ccccc1)N(Cc1ccco1)C1CCS(=O)(=O)C1 (configuration not stated) | 1 | -0.28 | 5 | 2 | 99 | 95 | 15 | -4 | 99
19 | OC(COc1ccc2c(c1)CCC2)CN1CCN(c2cccc(Cl)c2)CC1 (configuration not stated) | 5 | -0.019 | / | 0 | 75 | 84 | 82* | -7 | 104
20 | CCCSc1cc(N2CCCC2)nc(-c2ccccc2)n1 | 5 | -0.93 | 2 | 1 | / | / | 14 | -3 | /

Profiles from above:
Cc1cccn2cc(CNS(=O)(=O)c3cccc(F)c3)nc12 is listed as S1P2 blocker: 23; hDAT+cocaine: 0.075; PostGolgi yeast: 0; E coli WT exp: 9; H69AR inhibit: 98; HUVEC prolif 384: 104; PostGolgi ctrl: 3; S1P2 ag: -4; Fibroblast inh: 103
CCOC(=O)c1[nH]c2ccccc2c1NC(=O)CC(C)(C)C is listed as S1P2 blocker: 11; hDAT+cocaine: -0.93; PostGolgi yeast: 0; E coli WT exp: 3; H69AR inhibit: 92; HUVEC prolif 384: 90; PostGolgi ctrl: -1; S1P2 ag: -5; Fibroblast inh: 86
O=C(Nc1ccccc1)c1cc(N2CCOCC2)nc2ccccc12 is listed as S1P2 blocker: 22; hDAT+cocaine: -0.8; PostGolgi yeast: 11; E coli WT exp: -9; H69AR inhibit: 65; HUVEC prolif 384: 90; PostGolgi ctrl: 14; S1P2 ag: -3; Fibroblast inh: 102

Further results.
nr | canonical_smiles | S1P2 blocker | hDAT+cocaine | PostGolgi yeast | E coli WT exp | H69AR inhibit | HUVEC prolif 384 | PostGolgi ctrl | S1P2 ag | Fibroblast inh
21 | CCOC(=O)C(CC)Sc1ncnc2c1nnn2-c1ccc(F)cc1 (configuration not stated) | 10 | -0.77 | -1 | 1 | 69 | 100 | 8 | 0 | 90
22 | COc1cc(C(c2sc3nc(C)nn3c2O)N2CC(C)OC(C)C2)cc(OC)c1OC (configuration not stated) | / | 0.58 | 3 | 5 | 87 | 83 | 1 | / | 106
23 | O=C(O)c1ccc(-n2nnnc2SCc2ccccc2F)cc1 | 6 | 0.006 | -4 | 0 | 95 | 101 | -5 | 0 | 96
24 | C=CCn1c(SCC(=O)Nc2sc3c(c2C#N)CCC3)nnc1C1COc2ccccc2O1 (configuration not stated) | -6 | 0.36 | 7 | -12 | / | / | 18 | -7 | /
25 | N#C/C(=C\c1ccc(Sc2nc3ccccc3[nH]2)o1)c1ccccc1 | -22 | -0.9 | -9 | -17 | 33* | 53 | 54* | -3 | 88
26 | CN1c2ccsc2/C(=N/NC(=O)c2c(F)cccc2F)CS1(=O)=O | -28 | 1.1 | 0 | 10 | 85 | 110 | -4 | -4 | 106
27 | CC1=NN(c2ccc(Br)cc2)C(=O)/C1=C/c1cccs1 | -16 | -0.02 | 19 | -12 | / | / | 11 | -7 | /
28 | O=C(Cn1ncc2c1-c1ccccc1OC2)N1CCN(c2ccccn2)CC1 | 4 | 0.28 | -7 | -5 | 99 | 100 | 0 | -4 | 99
29 | O=C(CN(Cc1ccc(F)cc1)C(=O)C1CSC(=O)C1)NC1CCCCC1 (configuration not stated) | -2 | 0.024 | -3 | 4 | / | / | 0 | -9 | /
30 | CCOC(=O)N1CCN(C(=O)Nc2ccc(Cl)cc2Cl)CC1 | -20 | 2 | 9 | 12 | 93 | 105 | 9 | -4 | 104
31 | COc1ccc(S(=O)(=O)NCCC(C)C)cc1C | -5 | -0.015 | 8 | 4 | 85 | 100 | 11 | -6 | 89
32 | O=C(COC(=O)c1ccccc1C(=O)c1ccccc1)c1ccco1 | 4 | 1.4 | -3 | 9 | 90 | 104 | 6 | -6 | 91
33 | CCN(CC)C(=O)CSc1nc2ccccc2n1CC(=O)N1CCN(c2ccccc2OC)CC1 | 0 | 1.3 | 11 | -12 | 55 | 101 | 6 | -5 | 105
34 | CC(NS(=O)(=O)c1ccc(Br)cc1)C(c1cccs1)N1CCN(C)CC1 (configuration not stated) | / | -0.022 | 1 | 4 | 87 | 88 | 2 | / | 87
35 | CCN1CCN(c2oc(-c3ccc(OC)cc3)nc2C#N)CC1 | -3 | -0.25 | / | / | 80 | 98 | / | -2 | 100
36 | O=C(Cn1c(CO)nc2ccccc21)Nc1cc(C(F)(F)F)ccc1N1CCOCC1 | 2 | -1 | -3 | 1 | 82 | 93 | 5 | -5 | 94
37 | N#Cc1cc(C#N)c(N2CCN(c3ccccn3)CC2)nc1N | -4 | -0.96 | -7 | 8 | / | / | 7 | -10 | /
38 | c1cncc(C(c2nnnn2C2CCCC2)N2CCN(Cc3ccc4c(c3)OCO4)CC2)c1 (configuration not stated) | 16 | -1.1 | 10 | 7 | 84 | 97 | -3 | -7 | 102
39 | Cc1ccc2nc(SCCCCOc3ccccc3)[nH]c2c1 | 9 | 0.87 | 3 | -12 | / | / | 2 | -2 | /
40 | Cn1c(=O)c2c(nc(NCc3ccco3)n2Cc2ccccc2Cl)n(C)c1=O | 18 | 0.13 | 4 | 0 | 63 | 103 | -3 | -1 | 90
41 | CCOC(=O)Cc1[nH]nc2c1C(c1cc(OC)ccc1OC)C(C#N)=C(N)O2 (configuration not stated) | 2 | -0.22 | 2 | 9 | 52 | 90 | 9 | -5 | 86
42 | COc1ccc(-c2cc(C(=O)N3CCN(c4ccccc4)CC3)c3ccccc3n2)cc1OC | 3 | 1.4 | 0 | -10 | 101 | 86 | 16 | -3 | 92
43 | O=C(NCCN1CCN(c2ccccc2F)CC1)C1CCCN(S(=O)(=O)c2cnc[nH]2)C1 (configuration not stated) | 5 | / | -14 | 4 | 82 | 102 | 3 | -1 | 96
44 | Cc1ccc(N2CCN(C(=S)c3ccc(N(C)C)cc3)CC2)cc1 | 6 | -0.66 | -1 | -9 | 85 | 89 | 12 | -6 | 98
45 | COc1ccccc1Nc1nc2ccccc2n1C | 24 | 0.87 | 6 | 4 | 88 | 102 | -3 | -4 | 106
46 | Cc1cc(C(F)F)n2nc(C(=O)O)nc2n1 | -10 | 0.086 | 6 | 7 | 98 | 100 | -1 | -2 | 93
47 | Cc1ccc2cc(CN(Cc3ccco3)C(=O)NCc3ccccc3)c(=O)[nH]c2c1C | 7 | 0.38 | 12 | -4 | 82 | 95 | 7 | -9 | 100
48 | Cc1nnc(SCCN2C(=O)c3ccccc3C2=O)[nH]c1=O | 11 | -0.38 | -3 | 6 | 80 | 81 | 6 | -4 | 99
49 | COc1cc(NC(=O)CCc2c(C)nc3nc(C)nn3c2C)cc(OC)c1 | -12 | -0.52 | 7 | -3 | 100 | 104 | -1 | -1 | 102
50 | O=C(CSc1nc(-c2ccccc2Cl)ns1)NCc1ccco1 | -3 | -1.1 | -5 | 4 | 99 | 87 | 18 | -4 | 93
51 | CCOC(=O)C1CCCN(c2c(Nc3ccc(OCC)cc3)c(=O)c2=O)C1 (configuration not stated) | 20 | -0.049 | 2 | 7 | 75 | 107 | 2 | -4 | 100
52 | CC(C)(C)C(=O)Nc1ccc(C(=O)NCc2cccnc2)cc1 | 5 | -0.64 | -4 | 1 | 102 | 104 | 6 | -4 | 104

A draw from above in order of SMILES length, descending:
nr | canonical_smiles | S1P2 blocker | hDAT+cocaine | PostGolgi yeast | E coli WT exp | H69AR inhibit | HUVEC prolif 384 | PostGolgi ctrl | S1P2 ag | Fibroblast inh
9 | CC1(C)CC2CC(C)(CN2C(=O)COC(=O)c2n[nH]c(=O)c3ccccc23)C1 (configuration not stated) | / | -0.064 | 2 | 4 | 96 | 103 | 13 | / | 100
17 | CCCCN1C(=O)CN(CCc2ccccc2)C(=O)C1c1ccc(OC)cc1 (configuration not stated) | 19 | -0.14 | 1 | 10 | 38* | 104 | 4 | -3 | 92
37 | N#Cc1cc(C#N)c(N2CCN(c3ccccn3)CC2)nc1N | -4 | -0.96 | -7 | 8 | / | / | 7 | -10 | /

Screening results deposited in PubChem BioAssay by several laboratories.
